Screens as filed in PubChem BioAssay.
GALR2 blocker: blocks the human galanin receptor 2; O43603; GALR2-expressing cells, antagonist mode; inhibition, % at 4 µM; actives 0.39% (n = 140,000); in the data active = inhibition above about 27%;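 also: cells stimulated with galanin 1-16 at roughly its EC80; 0% = agonist challenge control and 100% = basal control without agonist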
Target sequence (O43603 whole entry, looked up): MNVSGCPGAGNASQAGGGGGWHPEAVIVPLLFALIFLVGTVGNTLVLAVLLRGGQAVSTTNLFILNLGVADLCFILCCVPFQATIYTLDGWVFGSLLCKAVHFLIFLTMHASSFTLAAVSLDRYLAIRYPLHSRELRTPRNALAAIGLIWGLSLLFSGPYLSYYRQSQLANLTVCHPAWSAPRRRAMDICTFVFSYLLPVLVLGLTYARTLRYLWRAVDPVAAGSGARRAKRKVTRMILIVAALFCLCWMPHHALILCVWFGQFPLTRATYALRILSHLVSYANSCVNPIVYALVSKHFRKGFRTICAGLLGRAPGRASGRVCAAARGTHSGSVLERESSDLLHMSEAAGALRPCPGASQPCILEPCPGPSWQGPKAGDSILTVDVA
MRP-1 activ: MRP-1 activation | actives 0.61% (n = 140,000) | H69AR cells + doxorubicin, viability rescue, CellTiter-Glo | viability increase, % at 10 µM | AID 799;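 active = viability gain under doxorubicin at or above a set limit, the compound median plus 3 SD, cut at about 4.7% in these data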;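 also: MRP-1 overexpressing cells given doxorubicin 25 µM after compound pretreatment; 18-22 h compound pretreatment then 72 h with doxorubicin before readout; 0% = doxorubicin-only wells and 100% = vehicle-treated cells without doxorubicin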
BB579 growth dn: yeast BB579 growth reduction in restrictive medium | S. cerevisiae BB579 growth, OD615, 48 h | inhibition, % at 10 µM | actives 0.51% (n = 140,000) | AID 804;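 active = inhibition above a set limit, 3 SD over the mean compound inhibition, cut at about 44% in these data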; also: inactives centre near -24
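System: DeaD yeast strain BB579; buffer or medium: CSMM-D dextrose restrictive medium; technique: OD at 615 nm; schedule: 4 h cell preincubation, 48 h compound exposure, 30 °C humidified; doses: single 10 µM dose; controls: amphotericin B 10 µg/mL, positive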
Yeast lifespan up: yeast lifespan extension; S. cerevisiae growth with nicotinamide, OD615; deaD strain in restrictive glucose medium; inhibition of the nicotinamide effect, % at 10 µM; actives 0.68% (n = 130,000); AID 775;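 active = inhibition above a set limit, placed 3 SD over the median of all compounds, cut at about 26% in these data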;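 also: 0% = nicotinamide-treated wells and 100% = cells grown without nicotinamide; some compounds called inactive have numbers as strong as hits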
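Test system: DeaD-strain S. cerevisiae / Buffer or medium: restrictive glucose medium / Also added: nicotinamide 1.5 mM / Doses: one concentration, 10 µM, DMSO 0.25% / Schedule: 48 h at 30 °C / Signal: OD615 measurement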
PTEN del growth: growth suppressors of cells with PTEN tumor suppressor deletion; HCT116 PTEN-null viability, CellTiter-Glo, 60 h; hits give low values; viability, % at 10 µM; actives 1.2% (n = 140,000);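 active = viability at or below a set limit, 4 SD under the median of all tested compounds, cut at about 3.7% in these data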;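 also: PTEN knockout HCT116 line with beta catenin targeted HCT116 as companion control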
NPY-Y2 antag: NPY-Y2 (human) receptor antagonism. NPY-Y2 expressing cells, antagonist mode. AID 793. inhibition, % at 2.7 µM. P49146. actives 0.99% (n = 140,000); in the data active = inhibition above about 17%;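 also: 0% = vehicle with agonist challenge and 100% = reference antagonist with challenge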
Target sequence (P49146 whole entry, looked up): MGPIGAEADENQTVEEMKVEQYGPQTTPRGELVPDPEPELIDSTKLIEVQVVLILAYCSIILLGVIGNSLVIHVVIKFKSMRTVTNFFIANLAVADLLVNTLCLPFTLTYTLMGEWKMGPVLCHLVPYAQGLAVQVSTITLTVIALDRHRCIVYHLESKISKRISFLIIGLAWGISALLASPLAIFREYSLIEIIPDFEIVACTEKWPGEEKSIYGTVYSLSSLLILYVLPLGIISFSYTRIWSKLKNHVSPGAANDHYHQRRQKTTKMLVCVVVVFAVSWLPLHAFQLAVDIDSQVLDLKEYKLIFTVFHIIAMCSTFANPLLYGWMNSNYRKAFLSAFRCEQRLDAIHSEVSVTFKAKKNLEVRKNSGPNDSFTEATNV
Measles CPE: protection of cells from measles virus; protection (pct of control), % at 4 µM; Measles virus-infected cells, CPE protection, absorbance; actives 1.5% (n = 140,000); in the data active = protection mostly above about 24%, no sharp cut-off; inactive = mostly below about 26%; also: some compounds called inactive have numbers as strong as hits
E-sel TNF inh: TNF alpha driven E-selectin expression inhibition; AID 1246; HUVEC TNFa-induced E-selectin immunofluorescence, high content; actives 0.71% (n = 120,000); inhibition, % at 2 µM;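 active = inhibition above the batch mean plus 3 SD, and confirmed as a hit on visual image review, cut at about 43% in these data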;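 also: 0% = TNF-stimulated DMSO wells and 100% = unstimulated control wells; not every result past the cut was called active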
Phagocyt inh: inhibitors of macrophage phagocytosis | J774A.1 macrophage IgG-bead phagocytosis, imaging | inhibition, % at 5 µM | actives 0.07% (n = 110,000);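 active = inhibition above the mean of the plate negative controls plus 5 SD, cut at about 13% in these data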;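 also: phagocytic index as fraction of beads internalized from green versus red external bead signal; plate controls were DMSO negative control for no effect and cytochalasin-D positive control for full effect; some results beyond the cut were filed as inactive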
bCat KO growth: beta-catenin-lacking colon tumor cell growth suppression; HCT116 beta-catenin knockout viability, CellTiter-Glo, 60 h; hits give low values; viability, % at 10 µM; actives 1.5% (n = 140,000); AID 818;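 active = viability at or under a set limit, the compound median less 4 SD, cut at about 6% in these data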;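 also: 0% = Hyamine 1622 control at 20 µM and 100% = untreated cell control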
An asterisk follows results filed as active.

`Cn1c(CCNC(=O)C(C)(C)C)nc2ccccc21` gave GALR2 blocker 10, MRP-1 activ 0.2, BB579 growth dn -64, Yeast lifespan up -3, PTEN del growth 101, NPY-Y2 antag 0, Measles CPE 16, Phagocyt inh 0 and bCat KO growth 102.
`COc1ccc(-n2nnnc2SCC(=O)Nc2nnn(C)n2)cc1` gave GALR2 blocker 2, MRP-1 activ -0.5, BB579 growth dn -20, Yeast lifespan up -6, PTEN del growth 93, NPY-Y2 antag -2, Measles CPE 17, E-sel TNF inh 4 and bCat KO growth 100.
`CCOC(=O)c1ccc(COC(=O)CNC(=O)CNC(=O)c2ccc(OC)cc2)o1` gave GALR2 blocker -1, MRP-1 activ -0.6, BB579 growth dn -30, Yeast lifespan up -14, PTEN del growth 87, NPY-Y2 antag 3, Measles CPE 7, E-sel TNF inh -1 and bCat KO growth 94.
O=[N+]([O-])c1cccc(C2Nc3cccc4cccc(c34)N2)c1 was read as GALR2 blocker 5, MRP-1 activ 3.2, BB579 growth dn -57, Yeast lifespan up -3, PTEN del growth 69, NPY-Y2 antag -3, Measles CPE 28 and bCat KO growth 58.
`CC(=O)OCC1OC(c2ccccc2)C(OC(C)=O)C(OC(C)=O)C1OC(C)=O` (stereo not given) gave GALR2 blocker -3, MRP-1 activ -0.5, BB579 growth dn -16, Yeast lifespan up -8, PTEN del growth 94, NPY-Y2 antag 4, Measles CPE 4, E-sel TNF inh -18, Phagocyt inh 1 and bCat KO growth 106.
For O=C1c2ccccc2C(Nc2ccc(F)cc2F)N1CCN1CCOCC1 (stereo not given) the results were GALR2 blocker -5, MRP-1 activ -2.8, BB579 growth dn 0, Yeast lifespan up -9, PTEN del growth 91, NPY-Y2 antag 3, Measles CPE 8, Phagocyt inh 0 and bCat KO growth 92.
`COC(=O)C1=C(C)N(Cc2ccc(OC)c(OC)c2)C(=O)C1` gave GALR2 blocker -10, MRP-1 activ -0.9, BB579 growth dn -47, Yeast lifespan up -13, PTEN del growth 97, NPY-Y2 antag 0, Measles CPE 25, E-sel TNF inh -57, Phagocyt inh 3 and bCat KO growth 96.
`Cc1nc(NC(=O)c2cccc(Cl)c2)sc1-c1csc(Nc2cccc(Cl)c2)n1` gave GALR2 blocker 7, MRP-1 activ -4.2, BB579 growth dn -18, Yeast lifespan up -19, PTEN del growth 77, NPY-Y2 antag -1, Measles CPE 5, E-sel TNF inh -41, Phagocyt inh 1 and bCat KO growth 82.
Screening O=C(Nc1cccc2ccccc12)N1CCN(c2ccc(F)cc2)CC1 returned GALR2 blocker 16, MRP-1 activ -1.8, BB579 growth dn -47, Yeast lifespan up -18, PTEN del growth 94, NPY-Y2 antag 1, Measles CPE 8, E-sel TNF inh -8, Phagocyt inh -3 and bCat KO growth 83.
For CN(C)CCCn1c(NCc2ccc3c(c2)OCO3)nc2ccccc21 the results were GALR2 blocker -7, MRP-1 activ -2.3, BB579 growth dn -15, Yeast lifespan up -4, PTEN del growth 88, NPY-Y2 antag 9, Measles CPE 20, E-sel TNF inh -3, Phagocyt inh -1 and bCat KO growth 79.
Screening O=C(CNC(=O)Cn1ccc2ccccc2c1=O)NCCCN1CCCCCC1 returned GALR2 blocker -2, MRP-1 activ 0.0, BB579 growth dn -3, Yeast lifespan up -12, PTEN del growth 106, NPY-Y2 antag -1, Measles CPE 11, E-sel TNF inh -16, Phagocyt inh -2 and bCat KO growth 97.
`CCOc1ccc(-n2nc3ccc(NC(=O)c4ccc5c(c4)OCCO5)cc3n2)cc1` gave GALR2 blocker -8, MRP-1 activ -2.1, BB579 growth dn -58, PTEN del growth 80, NPY-Y2 antag 3, Measles CPE 10, E-sel TNF inh 8 and bCat KO growth 87.
`Clc1ccccc1CO/N=C1\CCCc2nonc21` gave GALR2 blocker -6, MRP-1 activ 0.9, BB579 growth dn -34, Yeast lifespan up -3, PTEN del growth 92, NPY-Y2 antag 3, Measles CPE 9, Phagocyt inh -6 and bCat KO growth 97.
O=C(O)C1(NS(=O)(=O)c2ccc(Cl)cc2)CCCCC1 was read as GALR2 blocker 15, MRP-1 activ -0.7, BB579 growth dn -53, Yeast lifespan up -3, PTEN del growth 95, NPY-Y2 antag -5, Measles CPE 9, E-sel TNF inh 6, Phagocyt inh -1 and bCat KO growth 95.
Screening O=C(/C=C/c1ccccc1)NC(=S)Nc1ccc(CN2CCOCC2)cc1 returned GALR2 blocker -12, MRP-1 activ -4.1, BB579 growth dn -43, Yeast lifespan up -4, PTEN del growth 70, NPY-Y2 antag 11, Measles CPE 20, Phagocyt inh -11 and bCat KO growth 63.
Screening CCc1c(C)nc(Nc2nc(C)c3ccc(OC)cc3n2)[nH]c1=O returned GALR2 blocker -10, MRP-1 activ -2.5, BB579 growth dn 13, Yeast lifespan up -9, PTEN del growth 64, NPY-Y2 antag 3, Measles CPE 19, E-sel TNF inh -13, Phagocyt inh 0 and bCat KO growth 46.
For CCn1cc(C(=O)O)c(=O)c2cc(Br)ccc21 the results were GALR2 blocker -11, MRP-1 activ -3.1, BB579 growth dn -25, Yeast lifespan up 6, PTEN del growth 100, NPY-Y2 antag 3, Measles CPE 6, E-sel TNF inh 5, Phagocyt inh -2 and bCat KO growth 92.
For COc1ccc(CCNc2nc(C)nc3c2oc2ccccc23)cc1OC the results were GALR2 blocker 6, MRP-1 activ -0.4, BB579 growth dn 3, Yeast lifespan up -12, PTEN del growth 24, NPY-Y2 antag 4, Measles CPE 2, E-sel TNF inh 0, Phagocyt inh 0 and bCat KO growth 8.
For Cc1[nH]nc2c1C(c1ccc(OC(=O)c3ccco3)cc1)C(C#N)=C(N)O2 (stereo not given) the results were GALR2 blocker 4, MRP-1 activ -0.8, BB579 growth dn -39, Yeast lifespan up -14, PTEN del growth 90, NPY-Y2 antag 3, Measles CPE 6 and bCat KO growth 90.
For CN1C=C(C(F)(F)F)C=C/C1=C(\C#N)c1nnc2n1CCCCC2 the results were GALR2 blocker 3, MRP-1 activ -0.2, BB579 growth dn -7, Yeast lifespan up -5, PTEN del growth 103, NPY-Y2 antag 1, Measles CPE 2, E-sel TNF inh 11, Phagocyt inh 0 and bCat KO growth 103.
`CC(=C1C(=O)c2ccccc2C1=O)N1CCN(CCN=CC2=C(O)CC(C)(C)CC2=O)CC1` gave GALR2 blocker 9, MRP-1 activ 0.0, BB579 growth dn -19, Yeast lifespan up 34*, PTEN del growth 95, NPY-Y2 antag 8, Measles CPE 9, E-sel TNF inh 1, Phagocyt inh -2 and bCat KO growth 96.
Screening CCOc1cc(C(=O)Nc2ccc(NC(C)=O)cc2)ccc1OCC(=O)N1CCCCC1 returned GALR2 blocker -1, MRP-1 activ -2.1, BB579 growth dn -8, Yeast lifespan up -3, PTEN del growth 94, NPY-Y2 antag 1, Measles CPE 6, Phagocyt inh -2 and bCat KO growth 95.
Screening CCCCc1cc(=O)oc2cc(OCC(=O)N3CCc4ccccc43)ccc12 returned GALR2 blocker -25, MRP-1 activ -0.1, BB579 growth dn -46, Yeast lifespan up 4, PTEN del growth 99, NPY-Y2 antag 3, Measles CPE 27, E-sel TNF inh 15, Phagocyt inh 0 and bCat KO growth 94.
`O=c1nc(-c2ccccc2)c2cc(Cl)ccc2[nH]1` gave GALR2 blocker -7, MRP-1 activ -1.8, BB579 growth dn -27, Yeast lifespan up -19, PTEN del growth 102, NPY-Y2 antag -2, Measles CPE 4, E-sel TNF inh -19, Phagocyt inh 0 and bCat KO growth 94.
O=C(C1CCCO1)N1CCN(S(=O)(=O)c2ccccc2)CC1 (stereo not given) was read as GALR2 blocker 1, MRP-1 activ -0.1, BB579 growth dn -14, Yeast lifespan up -7, PTEN del growth 92, NPY-Y2 antag 2, Measles CPE 2, E-sel TNF inh -28, Phagocyt inh -1 and bCat KO growth 97.
For CC(NC(=O)c1ccco1)C(c1cccs1)N1CCN(c2ccc(F)cc2)CC1 (stereo not given) the results were GALR2 blocker 1, MRP-1 activ -3.3, BB579 growth dn -36, PTEN del growth 93, NPY-Y2 antag 1, Measles CPE 9, E-sel TNF inh 1, Phagocyt inh 3 and bCat KO growth 90.
For Cc1ccc(C2=NN(CC(=O)NCc3ccccn3)C(=O)CC2)cc1 the results were GALR2 blocker -12, MRP-1 activ -1.1, BB579 growth dn -6, Yeast lifespan up 1, PTEN del growth 95, NPY-Y2 antag 2, Measles CPE 8, Phagocyt inh -3 and bCat KO growth 94.
For CCOc1ccc(NCc2nc3ccccc3n2CCOc2ccccc2)cc1 the results were GALR2 blocker -24, MRP-1 activ -3.3, BB579 growth dn 48*, Yeast lifespan up 42*, PTEN del growth 69, NPY-Y2 antag 2, Measles CPE 29, E-sel TNF inh 92* and bCat KO growth 65.
Cc1ccc(C(=O)O)cc1NC(=O)CN1C(=O)C2C3c4ccccc4C(Br)(c4ccccc43)C2C1=O (stereo not given) was read as GALR2 blocker 12, MRP-1 activ -1.0, BB579 growth dn -41, Yeast lifespan up 7, PTEN del growth 102, NPY-Y2 antag -1, Measles CPE 16, E-sel TNF inh -10, Phagocyt inh -2 and bCat KO growth 95.
`CC(C)(C)C1=Nn2c(nnc2-c2ccccn2)SC1` gave GALR2 blocker -5, MRP-1 activ 0.8, BB579 growth dn -8, Yeast lifespan up -14, PTEN del growth 97, NPY-Y2 antag 4, Measles CPE 23, E-sel TNF inh 27, Phagocyt inh 0 and bCat KO growth 100.
For Cc1cc(C)c(Cn2cnc(-c3ccc([N+](=O)[O-])cc3)c2)c(C)c1 the results were GALR2 blocker -24, MRP-1 activ -0.2, BB579 growth dn -9, Yeast lifespan up -13, PTEN del growth 53, NPY-Y2 antag 6, Measles CPE 22, E-sel TNF inh -14 and bCat KO growth 58.
Screening O=C(O)CNC(=O)c1ccc(S(=O)(=O)N2CCOCC2)cc1 returned GALR2 blocker -6, MRP-1 activ 0.1, BB579 growth dn -63, Yeast lifespan up -4, PTEN del growth 115, NPY-Y2 antag 3, Measles CPE 14, E-sel TNF inh 14, Phagocyt inh 0 and bCat KO growth 110.
`Cc1cc(C)c2c(c1)/C(=N/NC(=O)c1cc(C)oc1C)CCC2` gave GALR2 blocker 5, MRP-1 activ -1.4, BB579 growth dn -58, Yeast lifespan up 2, PTEN del growth 84, NPY-Y2 antag 1, Measles CPE 4, E-sel TNF inh 10, Phagocyt inh 4 and bCat KO growth 103.
`COc1cc(OC)cc(C(=O)NC(=S)NNC(=O)Cc2cccs2)c1` gave GALR2 blocker -2, MRP-1 activ 2.0, BB579 growth dn -17, Yeast lifespan up 0, PTEN del growth 61, NPY-Y2 antag 1, Measles CPE 5, Phagocyt inh 7 and bCat KO growth 49.
`CSc1cccc(NC(=O)CN(C2CCCCC2)S(C)(=O)=O)c1` gave GALR2 blocker -1, MRP-1 activ -3.2, BB579 growth dn -30, Yeast lifespan up -10, PTEN del growth 58, NPY-Y2 antag 10, Measles CPE 4, E-sel TNF inh -1, Phagocyt inh -1 and bCat KO growth 62.
